SRC3 TRFRET art: counter-screen for PPARgamma SRC-3 recruitment agonists: TR-FRET artefact. PPARgamma/SRC-3 format; stronger effect = higher value. TR-FRET ratio at 8 µM. 0.39% of 99,000 active; in the data active = TR-FRET ratio above about 2000; note: inactives centre near 1600; reference of the scale not given here
SRC1 TRFRET art: counter-screen for PPARgamma SRC-1 recruitment agonists: TR-FRET artefact | AID 1051 | TR-FRET detection artefact counter-screen, emission ratio; stronger effect = higher value | TR-FRET ratio at 8 µM | 0.34% of 99,000 active; in the data active = TR-FRET ratio above about 2300; note: inactives centre near 1800; reference of the scale not given here
Numbers without * were called inactive. Some of the compounds tested. The share of hits here may be higher or lower than overall.

SMILES | SRC3 TRFRET art | SRC1 TRFRET art
COc1cc(NC(=O)COC(=O)/C=C/c2ccccc2Cl)cc(OC)c1 | 1498 | 1711
COc1ccc(OC2C(=O)N(c3cc(C)ccc3C)C2c2ccc(OC)c(OC)c2)cc1 (centres undefined) | 1558 | 1554
CC(C)NC(=O)CC(=O)NN=C1CCCCC1 | 1630 | 1664
CC1=C(C#N)C(c2cccnc2)C2=C(N1)c1ccccc1C2=O (centres undefined) | 1628 | 1913
COc1ccc(C(=O)OCC(=O)Nc2ccc([N+](=O)[O-])cc2OC)c(O)c1 | 1723 | 1988
COc1ccc(C(NC(=O)c2c(F)c(F)c(F)c(F)c2F)c2ccccc2)cc1 (centres undefined) | 1690 | 1948
COc1ccc(NC(=O)C(=O)N2N=C3CCCCC3C2(O)C(F)(F)F)cc1 (centres undefined) | 1828 | 1755
CN(c1ccc(OCC(=O)OCC(=O)Nc2cccc([N+](=O)[O-])c2)cc1)S(=O)(=O)c1ccc(F)cc1 | 1546 | 1671
C#CCOCCOCCOCCNc1nc(N2CCN(C(=O)C([C@@H](C)CC)n3cc(C(N)Cc4ccc(O)cc4)nn3)CC2)nc(N2CCN(C(=O)[C@H](CCC(=O)O)n3cc(C(N)[C@H](C)CC)nn3)CC2)n1 (some centres undefined) | 1718 | 1856
Cc1cc(C(=O)COC(=O)c2cccn2C)c(C)n1Cc1ccco1 | 1453 | 1723
COc1ccc(OC)c(NC(=O)Cn2c(C)nc3ccccc3c2=O)c1 | 1582 | 2119
O=C(Nc1cccc(Cl)c1)Nc1cc(S(=O)(=O)N2CCCCC2)ccc1Cl | 1599 | 1653
Fc1cccc(NC(=S)NCCc2ccccc2)c1 | 1514 | 1890
COc1cc(C(C)=O)ccc1Oc1ncnc2c1cnn2-c1cccc(Cl)c1 | 1703 | 1984
Cc1c(NC(=O)Nc2cccs2)cccc1[N+](=O)[O-] | 1503 | 1660
CCOc1ccccc1Nc1nnc(SCC(=O)Nc2ccc3[nH]c(=O)[nH]c3c2)s1 | 1703 | 1998
Cc1cc(C(=O)NCC(=O)OCC(=O)Nc2ccc(OC(F)F)cc2)ccc1[N+](=O)[O-] | 1472 | 1693
O=c1oc2ccccc2c(N2CCC(c3ccccc3)CC2)c1[N+](=O)[O-] | 1544 | 1819
c1ccc(-c2ccccc2OCCOCCN2CCCCC2)cc1 | 1454 | 1797
COc1cc(/C=N/NC(=O)c2nonc2N)cc(OC)c1OC | 1684 | 1934
Cc1cc(Cl)ccc1OCC(=O)N/N=C1\CC2C=CCC12 (centres undefined) | 1646 | 1826
CCC(CC)C(=O)Nc1nnc(SCC(=O)NC(C)(C)C)s1 | 1390 | 1616
Cc1cc([N+](=O)[O-])nn1CC(=O)Nc1cc(F)ccc1F | 1472 | 1956
C=CCc1cccc(/C=N/NC(=O)CCC(=O)Nc2ccc(F)cc2)c1O | 1510 | 1780
CCCCN1CCc2c([nH]c3ccc(C)cc23)C1=O | 1406 | 1694

(listing goes on)
SMILES | SRC3 TRFRET art | SRC1 TRFRET art
Cc1ccc2nc(C3CCCN3Cc3nc(CCC(C)C)no3)[nH]c2c1 (centres undefined) | 1683 | 1739
COc1ccc2[nH]cc(CCNC(=S)NC3CCCC3)c2c1 | 1465 | 1499
N#Cc1c(-c2ccc(C(F)(F)F)cc2)cc(-c2ccccc2)[nH]c1=S | 1579 | 1653
COc1ccc(/C=C2\SC(=O)N(CC(=O)NNC(=O)c3ccccc3O)C2=O)cc1 | 1735 | 1804
O=C(NC(=S)NCCN1CCOCC1)c1ccc(Cl)cc1 | 1498 | 1866
Cc1cc(C(=O)N2CCCC2C(=O)O)c(C)o1 (centres undefined) | 1875 | 1585
CCCS(=O)(=O)NCc1ccc2c(c1)cc(C)n2C | 1661 | 1868
COC(=O)c1ccccc1OCCN1CCCCCC1 | 1432 | 1781
Cc1ccc(-c2nc3sc(C(N)=O)c(N)c3c3c2CCCC3)cc1 | 1867 | 2073
CCOC(=O)C(=O)NC(C)CCc1ccccc1 (centres undefined) | 1686 | 1746
COc1ccccc1C(=O)NCC(=O)N/N=C/c1cc(Br)ccc1OC(=O)/C=C\c1ccco1 | 1686 | 2114
CN(C)c1ccc(/C=N/NC(=O)c2ccc(CN3CCOCC3)cc2)cc1Br | 1504 | 1730
CS(=O)(=O)N1CCC(c2noc(-c3ccc(C(F)(F)F)cc3)n2)CC1 | 1662 | 1927
COc1ccc(Cc2n[nH]c(=S)n2C)cc1Br | 1578 | 1573
COc1ccc(C(=O)NCC(=O)N/N=C(C)\C=C\c2ccccc2)cc1OC | 1444 | 1946
CC(C)c1ccccc1NC(=O)c1ccccc1NC(=O)C1CCCCC1 | 1518 | 1653
CC(=O)N1CCc2ccc(S(=O)(=O)N3CC(C)OC(C)C3)cc21 (centres undefined) | 1495 | 1836
Nc1nnc(SCC(=O)OCC(=O)Nc2ccccc2F)s1 | 1851 | 1779
Cc1c2cnn(CC(=O)Nc3c(F)c(F)cc(F)c3F)c(=O)c2c(C)n1Cc1ccccc1F | 1593 | 1655
COc1ccc(OC)c(NC(=O)c2ccno2)c1 | 1698 | 1711
CSc1nc2c(c(=O)[nH]1)C(c1ccc(F)cc1)CC(=O)N2 (centres undefined) | 1720 | 1755
O=C(NCc1nnc(SCC(=O)N2CCCC2)o1)c1ccco1 | 1442 | 1747
COc1cccc(C(=O)Oc2cc(C)[nH]c(=O)c2[N+](=O)[O-])c1OC | 1637 | 1821
COc1ccc(N=Nc2nc(-c3ccccc3)c(-c3ccccc3)[nH]2)cc1 | 1579 | 1923
Cc1cc(C(=O)NCC2COc3ccccc3O2)c2ccccc2n1 (centres undefined) | 1513 | 1616

New compounds follow
SMILES | SRC3 TRFRET art | SRC1 TRFRET art
CCCCC(CCCCl)C(=O)Nc1ccccc1 (centres undefined) | 1885 | 1932
Cc1ccc(N2CCN(S(=O)(=O)N3CCOCC3)CC2)cc1C | 1801 | 1870
CC(C)C(=O)NC(c1cccs1)c1cc([N+](=O)[O-])c2cccnc2c1O (centres undefined) | 1533 | 1833
O=C(CSCC(=O)N1CCCCC1)Nc1nc(-c2ccccc2)c(-c2ccccc2)s1 | 2244* | 2010
S=C(NCCc1ccccn1)Nc1ccc(Cl)cc1Cl | 1442 | 1752
COc1cc(COCC(O)CN2CCN(CCN3C(=O)c4cccc5cccc(c45)C3=O)CC2)cc(OC)c1OC (centres undefined) | 1655 | 1896
COC(=O)C1=NN(C(C)=O)C2(CC(=O)N(c3cc(C)cc(C)c3)C2=O)C1 (centres undefined) | 1372 | 1581
CC(C)n1nc(C(=O)Oc2ccc(Cl)cc2)c2ccccc2c1=O | 1475 | 1721
COc1ccccc1CC1S/C(=N/N=C/c2ccco2)NC1=O (centres undefined) | 1448 | 1269
CN1/C(=C\C(=O)c2cncc(Br)c2)C(C)(C)c2ccccc21 | 1371 | 1534
CCN(CC)C(=O)CCc1nnc(Cc2cccc(C(F)(F)F)c2)o1 | 1658 | 1747
CC1Cc2ccccc2N1C(=O)COC(=O)c1ccc(Cl)nc1 (centres undefined) | 1428 | 1871
Cc1c(C(=O)N2CCCCC2)sc(N)c1C#N | 1630 | 1938
CCC(=O)N1CCc2cc(Br)cc(S(=O)(=O)Nc3c(C)n(C)n(-c4ccccc4)c3=O)c21 | 1844 | 2077
CCOc1ccc(NC(=S)N2CCC(c3nc4ccccc4[nH]3)CC2)cc1 | 1666 | 1865
COc1cccc(C2NC(=O)NC(C)=C2C(=O)OCC2CCCO2)c1 (centres undefined) | 1608 | 2085
CC1(C)Cc2c(sc(NC(=O)c3ccc4ncsc4c3)c2C(N)=O)C(C)(C)N1 | 1417 | 1787
Cc1ccc(/C=N/Nc2nc(N3CCOCC3)nc(N3CCOCC3)n2)o1 | 1629 | 1927
CS(=O)(=O)N1CCCC(C(=O)NC2CCCCCCC2)C1 (centres undefined) | 1454 | 1647
Cc1ccc(NC(=O)c2ccc(NCCCN3CCOCC3)c([N+](=O)[O-])c2)cc1Cl | 1470 | 1860
CC1=NN(Cc2ccccc2)C(=O)C1 | 1572 | 1678
O=C(O)c1c[nH]c2ccc(F)cc2c1=O | 1575 | 1947
COc1cc2[nH]c(=O)n(CCC(=O)NC3CCN(Cc4ccccc4)CC3)c(=O)c2cc1OC | 1607 | 1999
COC(=O)C(CC(C)C)NC(=O)/C=C/c1ccc(Cl)cc1 (centres undefined) | 1431 | 1668
FC(F)(F)c1ccc(N=Cc2sc(N3CCOCC3)nc2-c2ccccc2)cc1 | 1592 | 1923

Remaining list, next part:
SMILES | SRC3 TRFRET art | SRC1 TRFRET art
O=C(N1CCN(Cc2ccccc2)CC1)C(Cl)(Cl)Cl | 1605 | 1981
CCCn1c(=O)c(Cc2ccccc2)c(O)c2ccccc21 | 1741 | 1765
CCN1CCN(C(=O)Cn2cnc3sc(C)c(S(=O)(=O)N4CCN(c5ncccn5)CC4)c3c2=O)CC1 | 1552 | 1949
COc1ccc(-n2cccc2/C=C/[N+](=O)[O-])cc1 | 1323 | 1873
N#CCC(=O)Nc1ccc(C(F)(F)F)cc1N1CCOCC1 | 1723 | 1800
Cc1cc(C)cc(N(CC(=O)N/N=C/c2ccncc2)S(=O)(=O)c2ccccc2)c1 | 1593 | 1670
Cc1cc(C)c(C)c(S(=O)(=O)N2CCNCC2)c1C | 1613 | 1771
CCc1ccccc1NCC(=O)Nc1ccccc1C(=O)OC | 1577 | 1879
CCOc1ccc(C(CC(=O)O)NC(=O)C(Sc2ccccc2)c2ccccc2)cc1 (centres undefined) | 1413 | 1578
O=C(NCc1ccc(Cl)cc1)c1noc2c1CCCCC2 | 1842 | 1779
CCOc1ccc(CCNC(=O)C2=C(C)C(=O)OC23CCC(C)CC3)cc1 (centres undefined) | 1543 | 1796
O=C(Nc1ccc(N2CCN(C(=O)c3cccs3)CC2)cc1)c1cccnc1 | 1649 | 1782
COC(=O)c1ccc(C(NC(=O)OCc2ccccc2)/C(F)=C/[C@@H](C)C(=O)NCc2ccc(-c3ccccc3)cc2)cc1 (some centres undefined) | 1543 | 1838
CC(OC(=O)CCc1nc2ccccc2c(=O)[nH]1)C(=O)Nc1ncc(Cl)cc1Cl (centres undefined) | 1536 | 1685
CCOC(=O)C1=C(c2ccccc2)OC(N)=C(C#N)C1c1ccncc1 (centres undefined) | 1569 | 1993
CCc1cc(C(c2ccccn2)N2CCN(C)CC2)c(NC(=O)c2ccccc2)s1 (centres undefined) | 1437 | 1626
CN(C)/C=C(\C=O)c1onc(-c2ccccc2Cl)c1C#N | 1537 | 1741
CN1CCN(CC(=O)Nc2nnc(-c3cccs3)s2)CC1 | 1607 | 1640
S=C(NCCN1CCOCC1)NC1CCCC1 | 1474 | 1797
Cc1noc(C)c1/C=N/Nc1ccc2ccccc2n1 | 1402 | 1893
CC1(C)CC(N2CCCCC2)=CC(=[N+]2CCCCC2)C1 | 1533 | 2033
CCn1c(-c2csc3c2CCCC3)n[nH]c1=S | 1570 | 1968
Cc1ccc(Nc2nc(Cl)c(C=O)s2)cc1Cl | 1644 | 1566
Cc1cc(C(=O)O)ccc1-c1ccc(CO)o1 | 1661 | 1998
Cc1c(NC2=CC(=O)CC(C)(C)C2)ccc([N+](=O)[O-])c1C | 1593 | 1721

Six entries already listed, arranged by molecular weight, lowest first.
SMILES | SRC3 TRFRET art | SRC1 TRFRET art
CCn1c(-c2csc3c2CCCC3)n[nH]c1=S | 1570 | 1968
Cc1c(NC2=CC(=O)CC(C)(C)C2)ccc([N+](=O)[O-])c1C | 1593 | 1721
O=C(NCc1ccc(Cl)cc1)c1noc2c1CCCCC2 | 1842 | 1779
CCc1ccccc1NCC(=O)Nc1ccccc1C(=O)OC | 1577 | 1879
CCOC(=O)C1=C(c2ccccc2)OC(N)=C(C#N)C1c1ccncc1 (centres undefined) | 1569 | 1993
CCOc1ccc(C(CC(=O)O)NC(=O)C(Sc2ccccc2)c2ccccc2)cc1 (centres undefined) | 1413 | 1578

Next entries.
SMILES | SRC3 TRFRET art | SRC1 TRFRET art
CCO[C@@H]1OC(C(=O)NCc2nc3ccccc3[nH]2)=C[C@H](C2CC2)[C@H]1CCCO | 1486 | 1554
CC(c1ccco1)N(C(=O)c1ccccc1NS(=O)(=O)c1ccc(Cl)cc1)c1ccccn1 (centres undefined) | 1552 | 1640
C=CCOC(=O)C1=C[C@@H](c2coc3ccccc3c2=O)C[C@@H](OCc2ccc(CO)cc2)O1 | 1699 | 1718
Cn1cccc1C(=O)OCC(=O)Nc1ccc2c(c1)OCO2 | 1505 | 1909
Cc1ccc(NCc2ccncc2)c(Br)c1 | 1700 | 1903
Cc1cccc2nc(CSc3nc4ccc([N+](=O)[O-])cc4[nH]3)cn12 | 1588 | 1670
CC1CCC(NC(=O)COc2ccc(C(=O)c3ccccc3)cc2)CC1 (centres undefined) | 1536 | 1748
COc1ccc(/C=C(/NC(=O)c2ccc(C)cc2)C(=O)NCC2CCCO2)cc1 (centres undefined) | 1699 | 1910
O=C(NC1CCCCCCC1)c1cc(-c2ccccn2)nc2ccccc12 | 1539 | 1896
COC(=O)c1ccc(NC(=O)CCS(=O)(=O)c2ccc(Br)cc2)cc1 | 1529 | 2201

Reformatted: results already given.
Below each compound – SRC3 TRFRET art, SRC1 TRFRET art
COc1ccc(N=Nc2nc(-c3ccccc3)c(-c3ccccc3)[nH]2)cc1
  1579, 1923
CC1CCC(NC(=O)COc2ccc(C(=O)c3ccccc3)cc2)CC1 (centres undefined)
  1536, 1748
CC(C)NC(=O)CC(=O)NN=C1CCCCC1
  1630, 1664
N#Cc1c(-c2ccc(C(F)(F)F)cc2)cc(-c2ccccc2)[nH]c1=S
  1579, 1653
CCOC(=O)C1=C(c2ccccc2)OC(N)=C(C#N)C1c1ccncc1 (centres undefined)
  1569, 1993

From PubChem BioAssay
